# Avidin bead fluor: avidin bead compound fluorescence profile; fluorescence (KMESF) at 10 µM; Avidin beads, compound fluorescence 488/530 nm, flow cytometry; active compounds read high; hit rate 0.38% among 220,000; in the data active means fluorescence above about 47; further: inactives centre near 10
# ABCG2 block: inhibitors of human ABCG2 transporter, ABCB1 counter-screen | Q9UNQ0 | IgMXP3 cells, JC-1 efflux, flow cytometry | inhibition, % at 6.6 µM | hit rate 0.1% among 190,000 | AID 1325;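 active means inhibition above 80%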;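 further: 0% = DMSO and 100% = nicardipine control wells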
# Target sequence (Q9UNQ0 whole entry, looked up): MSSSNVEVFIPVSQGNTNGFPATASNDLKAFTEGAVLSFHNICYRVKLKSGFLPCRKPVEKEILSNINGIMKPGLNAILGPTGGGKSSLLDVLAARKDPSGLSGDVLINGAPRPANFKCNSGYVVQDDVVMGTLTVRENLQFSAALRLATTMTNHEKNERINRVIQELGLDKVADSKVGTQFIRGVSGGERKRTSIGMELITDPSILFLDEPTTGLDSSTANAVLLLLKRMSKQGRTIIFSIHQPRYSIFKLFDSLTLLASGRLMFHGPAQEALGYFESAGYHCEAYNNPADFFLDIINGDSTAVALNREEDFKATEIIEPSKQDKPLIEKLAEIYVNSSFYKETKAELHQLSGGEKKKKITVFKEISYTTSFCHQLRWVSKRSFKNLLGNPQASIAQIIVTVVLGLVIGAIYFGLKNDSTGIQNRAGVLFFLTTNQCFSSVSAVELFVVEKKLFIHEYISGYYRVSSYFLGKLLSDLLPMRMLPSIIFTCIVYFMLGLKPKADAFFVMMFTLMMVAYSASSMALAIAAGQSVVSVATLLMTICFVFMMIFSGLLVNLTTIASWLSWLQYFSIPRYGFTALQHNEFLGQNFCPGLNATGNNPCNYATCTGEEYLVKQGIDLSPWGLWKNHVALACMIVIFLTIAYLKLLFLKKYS
#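 Assay system – ABCG2 IgMXP3 and barcoded ABCB1 CCRF-Adr cell mix · Input – 3 million cells/mL in well · Reagent – JC-1 fluorescent substrate · Compound – single test compound dose, 6.6 µM final · Timing – 10 min exposure at 25 °C with rotation, no wash · Detection – flow cytometry of retained JC-1 fluorescence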
# RGS4-Gao reg: modulates binding of RGS4 to human Galphao | P09471 | Multiplexed bead flow cytometry; actives lie on both sides | binding response (% of control), % at 10 µM | hit rate 0.33% among 220,000; in the data active means binding response below about 49% or above about 150%; inactive means in between;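 further: fluorescent Galphao activated with aluminum fluoride binding bead-coupled RGS4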
# Target sequence (P09471 whole entry, looked up): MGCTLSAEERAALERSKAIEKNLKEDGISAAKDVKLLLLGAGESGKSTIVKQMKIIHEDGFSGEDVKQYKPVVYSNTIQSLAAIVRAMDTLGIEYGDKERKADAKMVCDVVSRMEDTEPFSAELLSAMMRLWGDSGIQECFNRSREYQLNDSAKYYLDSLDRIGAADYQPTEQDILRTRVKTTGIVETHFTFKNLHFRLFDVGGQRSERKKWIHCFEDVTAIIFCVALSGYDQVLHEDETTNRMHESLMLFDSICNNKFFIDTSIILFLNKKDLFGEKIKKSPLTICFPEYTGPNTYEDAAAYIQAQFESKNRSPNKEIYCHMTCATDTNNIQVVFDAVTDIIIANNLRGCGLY
# GSH fluor: GSH bead compound fluorescence profile. GSH beads flow cytometry, compound fluorescence 488/530 nm; active compounds read high. fluorescence (KMESF) at 10 µM. AID 1776. hit rate 0.25% among 190,000; in the data active means fluorescence above about 89;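 further: glutathione beads carrying GST-tagged Bcl family fusion proteins plus one bare bead set; values are compound well signal with DMSO vehicle wells as background; inactives centre near 16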
# RGS8-Gao: regulators of human RGS8-Galphao interaction. P09471. response (percent of control binding), % at 10 µM. hit rate 0.34% among 220,000. multiplexed bead flow cytometry, RGS8-Galphao binding; actives lie on both sides; in the data active means response below about 60% or above about 140%; inactive means in between;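 further: Galphao activated as the GDP aluminium fluoride complex binding bead-coupled RGS8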
# RGS7-Gao reg: human RGS7-Galphao interaction regulation. P09471. Multiplexed bead flow cytometry, RGS7-Galphao binding; actives lie on both sides. binding response (% of control), % at 10 µM. hit rate 0.35% among 220,000. AID 1439; in the data active means binding response below about 49% or above about 150%; inconclusive means no clear call, values can overlap the other calls; inactive means in between;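 further: fluorescent Galphao held in activated GDP-AlF4 state binding bead-coupled RGS7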
# ABCB1 inh: inhibitors of human ABCB1 transporter, ABCG2 counter-screen; AID 1326; P08183; hit rate 0.067% among 190,000; inhibition, % at 6.6 µM; CCRF-Adr cells, JC-1 efflux, flow cytometry; in the data active means inhibition above about 40%;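 further: 0% = vehicle and 100% = reference inhibitor; higher value means more JC-1 retained so stronger ABCB1 efflux block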
# Mcl1 Noxa PPI: Mcl-1/Noxa interaction inhibition. inhibition, % at 21.7 µM. Q07820. AID 1022. hit rate 1.5% among 220,000. TR-FRET Mcl-1/Noxa peptide binding, 2 h;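 active means compounds that cut the protein-peptide binding signal by more than 50% relative to plate controls in a single-dose test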;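 further: His-tagged Mcl-1 with rhodamine Noxa BH3 peptide and terbium anti-His antibody; 0% = Mcl-1 plus Noxa peptide wells and 100% = peptide-only wells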
# Mcl-1 Bim block: disrupts Bim peptide binding to human Mcl-1; AID 1009; Q07820; Bead-based flow cytometry, Bim peptide-Mcl-1 binding; inhibition, % at 10 µM; hit rate 0.1% among 190,000; in the data active means inhibition above about 40%;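 further: 0% = no compound tracer wells and 100% = peptide blocker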
# Pf gamet viab: kills late stage P. falciparum gametocytes | hit rate 0.065% among 150,000 | P. falciparum stage V gametocytes, ATP luminescence, 24 h | inhibition, % at 10.9 µM;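 active means inhibition above the mean plus 3 SD of compounds within the control limits, set per campaign, cut at about 38% in these data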;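 further: 0% = DMSO wells and 100% = medium only without gametocytes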
# Mcl1 Bid PPI: Mcl-1/Bid interaction inhibition | AID 1021 | TR-FRET Mcl-1/Bid-Dy647 peptide binding, 1536-well | hit rate 0.97% among 220,000 | inhibition, % at 21.7 µM;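 active means compounds that cut the binding signal by more than half at the single screening dose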;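 further: His-tagged Mcl-1 with europium anti-His antibody binding Bid BH3 peptide; 0% = Mcl-1 plus peptide wells and 100% = peptide-only wells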
# The depositor's hits bear a star; ? = inconclusive; / = no result given.
structure	Avidin bead fluor	ABCG2 block	RGS4-Gao reg	GSH fluor	RGS8-Gao	RGS7-Gao reg	ABCB1 inh	Mcl1 Noxa PPI	Mcl-1 Bim block	Pf gamet viab	Mcl1 Bid PPI
Cc1ccc(-c2nnn(C(C)C(=O)N3c4ccccc4CCc4ccccc43)n2)cc1 (stereo unspecified)	7	0	101	17	103	99	3.1	-1	-1	10	-1
CCOC(=O)C1CN(S(=O)(=O)c2ccc(C)cc2)C1	14	0	98	29	100	93	0.1	-1	7	13	9
COc1ccc(CNC(=O)C/C(C)=N/NC(=O)C(c2ccccc2)c2ccccc2)cc1	20	2	104	33	101	102	0.2	3	-5	/	3
CC(C)N(Cc1nc(-c2ccc3c(c2)OCO3)no1)CC1CCC(=O)N1 (stereo unspecified)	11	3	101	14	102	96	0.4	14	0	/	-32
O=C1c2ccncc2C(=O)N1CNc1ccc(Cl)cc1	23	1	99	10	100	98	0.5	-2	0	2	-31
O=C(O)c1cccc(-n2cccc2/C=C2\NC(=O)N(Cc3ccc(F)cc3)C2=O)c1	9	-2	91	21	93	?	0.2	12	-2	14	-54
CCOc1cc(NC(=S)Nc2cccc(C)c2)c(OCC)cc1NC(=O)CC(C)C	12	5	101	9	103	99	0.7	-7	3	16	-28
CCCC(=O)Nc1cc(-c2nn(C)c(=O)c3ccccc23)ccc1N1CCOCC1	6	3	102	72	102	100	1.6	4	-2	/	-6
Cc1c(/C(O)=C2/C(=O)C(=O)N(CCN3CCOCC3)C2c2ccccn2)cnn1-c1ccccc1 (stereo unspecified)	12	15	111	14	108	101	0.6	13	0	2	-23
ClC(Cl)(c1nnnn1-c1ccccc1)c1nnnn1-c1ccccc1	5	-3	87	2	67	92	-1.2	48	-7	/	-41
N#C/C(=C\c1c(N2CCCCC2)nc2ccccn2c1=O)S(=O)(=O)c1ccccc1	7	/	111	/	106	?	/	-8	/	-4	-5
CCOc1ccccc1OCCCCN1CCCC1	9	3	99	15	100	96	1.1	-5	0	/	26
Cc1onc(-c2c(F)cccc2Cl)c1C(=O)c1ccccc1	3	/	96	/	101	?	/	16	/	16	-3
COc1cccc(/C=C/C(=O)c2ccc(C)c([N+](=O)[O-])c2)c1	17	31	104	10	100	101	1.1	8	-2	1	-5
CC(OC(=O)c1cccnc1SCc1cc(=O)n2ccccc2n1)c1ccccn1 (stereo unspecified)	8	3	100	4	100	101	0.7	13	0	/	-29
Cc1ccc(-c2sc(C)nc2CC(=O)O)cc1	15	-1	100	33	101	96	-0.1	5	2	-35	-4
O=C1C(=O)N(CC(=O)N2CCCC2)c2ccccc21	9	1	89	25	96	84	0.5	19	1	/	-9
COC(=O)c1cc(-c2c(C)oc3cc(OC(C)C)ccc3c2=O)c(C)o1	35	4	103	27	99	101	0.9	13	0	/	-13
CCOc1ccccc1NS(=O)(=O)c1cn(C)nc1C	12	-1	102	12	102	104	-0.2	-11	0	4	-23
Cc1ccc(NC(=O)C2C3C=CC4(CN(Cc5cccnc5)C(=O)C24)O3)cc1F (stereo unspecified)	8	-4	103	18	100	105	-3.2	5	1	/	-26
CCOC(=O)c1cc2sccc2n1CC(=O)N1CCc2ccccc21	14	4	103	13	104	104	1.4	16	-3	-10	-35
CC(=O)Nc1ccc(N2CCC(C)CC2)c([N+](=O)[O-])c1	9	3	98	17	98	?	0.1	-3	-1	-9	-20
COC(=O)CCCNc1ncccc1[N+](=O)[O-]	8	3	90	14	93	94	2.1	1	-2	9	-9
Cc1ccsc1C(=O)NCCC(c1ccccc1)c1ccccc1	11	6	98	20	103	96	0.7	5	0	-18	19
CCSc1nnc(NC(=O)COc2cccc3ccccc23)s1	9	1	102	4	100	102	0.2	6	6	/	-9
COc1cccc(/C=N/NC(=O)C(=O)NCc2ccco2)c1OC	15	-1	99	5	99	96	0.0	-9	0	/	-13
Cc1nccc2[nH]c(=O)c(C(=O)NCCCN(C)C3CCCCC3)cc12	12	1	91	34	97	90	0.4	32	-1	/	18
Cc1cc(Cl)c(S(=O)(=O)N2CCN(c3cccc(C)c3C)CC2)cc1OCC(N)=O	6	2	103	35	90	96	0.5	7	-4	11	18
CC(CCn1cccn1)NC(=O)CCc1nnc(C2CCCCC2)o1 (stereo unspecified)	11	1	97	18	104	103	0.8	15	-3	2	-8
O=C(COc1ccc(Br)cc1)N1CCN(S(=O)(=O)/C=C/c2ccccc2)CC1	13	3	100	13	101	101	1.4	18	-1	2	9

# Quoted at random: 3 records from the list.
structure	Avidin bead fluor	ABCG2 block	RGS4-Gao reg	GSH fluor	RGS8-Gao	RGS7-Gao reg	ABCB1 inh	Mcl1 Noxa PPI	Mcl-1 Bim block	Pf gamet viab	Mcl1 Bid PPI
O=C1c2ccncc2C(=O)N1CNc1ccc(Cl)cc1	23	1	99	10	100	98	0.5	-2	0	2	-31
N#C/C(=C\c1c(N2CCCCC2)nc2ccccn2c1=O)S(=O)(=O)c1ccccc1	7	/	111	/	106	?	/	-8	/	-4	-5
O=C(COc1ccc(Br)cc1)N1CCN(S(=O)(=O)/C=C/c2ccccc2)CC1	13	3	100	13	101	101	1.4	18	-1	2	9

# Continuation:
structure	Avidin bead fluor	ABCG2 block	RGS4-Gao reg	GSH fluor	RGS8-Gao	RGS7-Gao reg	ABCB1 inh	Mcl1 Noxa PPI	Mcl-1 Bim block	Pf gamet viab	Mcl1 Bid PPI
CC(=O)c1c(C)nc(Nc2nc(C)c3cc(C)ccc3n2)nc1C	29	5	103	8	101	114	0.3	12	-6	12	-2
CC(C)Sc1ncnc2c1oc1ccccc12	14	2	100	14	100	98	0.3	9	2	/	-1
O=C1CC(c2ccc(F)cc2)c2cc3c(cc2N1)CCC3 (stereo unspecified)	21	13	99	14	104	102	12	19	-3	3	19
CCCC(=O)Nc1ccccc1NC(=O)c1ccc(OC)cc1	6	3	98	19	95	91	0.6	-2	0	13	-14
O=C(N/N=C/c1cc(Br)cc(Br)c1O)c1cccc(N2CCCC2=O)c1	9	-2	92	11	95	86	-1.0	-29	-3	7	-88
Cc1ccccc1NC(=O)N1CCN(C(=O)c2ccco2)CC1	9	0	104	19	103	?	-0.1	14	0	-1	-16
OCCC1CN(Cc2cnc(-c3ccccc3)s2)CCN1C1CCCCC1 (stereo unspecified)	10	0	104	17	104	104	0.0	6	0	4	-30
Cc1ccc(C(=O)N/C(=C\c2ccc(-c3cccc([N+](=O)[O-])c3)o2)C(=O)NC(C)(C)C)cc1	7	12	98	19	101	102	1.3	-8	-13	-7	-33
O=C(NNC(=S)NCc1ccccc1)c1cccc([N+](=O)[O-])c1	10	1	98	23	99	94	0.3	-3	0	-17	-50
CCc1cc(SC#N)cc(C)c1NC(=O)CCl	10	3	99	10	92	96	0.2	45	-3	8	-32
FC(F)(F)Oc1ccc(Nc2nc3ccccc3o2)cc1	34	2	98	28	99	98	0.2	28	-2	12	-3
CCC(=O)NCCc1cc2cc(C)c(C)cc2[nH]c1=O	18	3	104	29	108	100	0.8	15	-2	/	16
COc1ccc(Cc2c(N)nc(C)nc2N)cc1	11	2	102	15	103	102	0.1	18	-3	4	0
COCCn1c(N/N=C(C)/C=C/c2ccccc2)nc2c1c(=O)[nH]c(=O)n2C	11	6	99	/	104	100	0.6	16	/	/	-17
Cn1c(Cc2ccc3c(c2)OCO3)nnc1SCC(=O)NC1CCCC1	14	0	94	8	95	91	0.5	0	-3	18	-1
COCCN(C(=O)CNC(=O)c1ccco1)C(C(=O)NC1CCCCC1)c1cccs1 (stereo unspecified)	5	2	94	29	91	97	0.8	10	0	-7	5
O=C(CCCN1C(=O)c2cccc3cccc(c23)C1=O)NCc1ccco1	7	4	95	17	93	88	0.8	-6	-1	-6	-11
NS(=O)(=O)c1ccc(N/N=C/c2ccc(C(=O)O)cc2)c([N+](=O)[O-])c1	3	/	98	/	98	?	/	27	/	-7	-11
C1=CCC(/C=N/n2cnnc2)CC1 (stereo unspecified)	8	2	98	8	97	94	0.2	-1	-2	/	-29
Cc1ccccc1NC(=O)Cn1nnc(C(=O)NCc2ccco2)c1N	26	1	104	9	108	106	0.6	6	-23	/	-13
Cc1ccc(-c2nnn(CC(=O)N(c3ccc4c(c3)OCCO4)C(C(=O)NCC3CCCO3)c3ccc(F)cc3)n2)o1 (stereo unspecified)	19	3	84	14	95	84	0.6	5	-2	20	-25
NS(=O)(=O)c1ccc(CNC(=O)C2CCCCC2)cc1	4	-1	116	38	107	117	-0.3	14	-2	-4	-6
Nc1nnc(SCC(=O)c2ccc([N+](=O)[O-])cc2)s1	12	18	104	13	104	?	0.5	23	-3	-2	-18
CCCCOc1ccccc1C(=O)NCCCCCC(=O)O	7	1	103	9	103	103	0.2	7	-2	7	-24
O=C(Nc1ccc(CN2CCCCC2)cc1)Nc1ccc(Br)cc1Cl	10	0	106	12	101	110	-0.3	12	-1	1	-14
O=c1[nH]c(/C=C/c2ccc(Br)cc2)nc2c1cnn2-c1ccccc1	8	0	98	17	100	?	-0.6	-20	0	/	-41
Cc1ccc(OCc2nnc(SCC(=O)N3CCOCC3)n2C)cc1	20	-3	101	33	97	101	6.1	12	-3	/	4
Cc1ccc(S(=O)(=O)NC(CC(=O)NCc2ccco2)c2ccco2)cc1 (stereo unspecified)	13	1	101	26	100	98	0.4	2	-2	21	-14
CCc1ccccc1S(=O)(=O)Cc1ccc(C(=O)NCC2CCCO2)o1 (stereo unspecified)	9	3	94	52	94	93	0.3	1	0	14	-26
COc1ccc(/C=N/Nc2ccc([N+](=O)[O-])cc2S(=O)(=O)N2CCN(C)CC2)cc1	11	6	99	13	110	101	1.2	12	1	-22	7
CCc1nc(N[C@@H](Cc2c[nH]c3ccccc23)C(=O)O)c2oc3ccccc3c2n1	13	0	102	5	101	100	0.4	23	4	/	-37
COc1ccc(Cl)cc1NC(=O)C1CCCN(c2cc(C)nc3ncnn23)C1 (stereo unspecified)	6	5	99	15	100	99	0.9	9	-2	/	0
O=C1CC(c2cccc(Oc3ccccc3)c2)NC(=O)N1 (stereo unspecified)	8	16	86	40	88	88	0.0	-10	0	-36	-3
O=c1[nH]c2cc3c(cc2cc1CN(Cc1nnnn1CC1CCCO1)C1CCCCC1)OCO3 (stereo unspecified)	10	4	102	55	102	104	0.4	24	0	12	-12
COCC(C)n1c(C)cc(C(=O)COC(=O)c2ccc3c(c2)NC(=O)CS3)c1C (stereo unspecified)	11	30	98	5	96	99	2.5	13	-2	4	-39
COC(=O)C(NC(=O)c1ccc(OC)cc1)(Nc1ncc(S(=O)(=O)c2ccc([N+](=O)[O-])cc2)s1)C(F)(F)F (stereo unspecified)	39	1	98	12	101	102	0.6	13	0	/	14
